Source: PubChem BioAssay (several laboratories)
TR-FRET SRC-2 ct: counter-screen for PPARgamma SRC-2 recruitment agonists: TR-FRET artefact; stronger effect = higher value; TR-FRET ratio at 8 µM; 200,000 tested, 0.4% active; AID 1049; in the data active = TR-FRET ratio above about 2000; note: inactives centre near 1500
Diaphorase act: diaphorase activation or chemical reduction counter-screen; Diaphorase/resazurin coupled assay, resorufin fluorescence, 16 min; stronger effect = higher value; 1 = vehicle wells, 0 = NADH-free wells; activation factor at 20 µM; 190,000 tested, 0.005% active; AID 1229;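 active = diaphorase activity raised at least twofold by the compound at 20 µM; inactive = activation factor below 2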
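Material: bacterial diaphorase enzyme (C. kluyveri); amount: enzyme 0.07 U/mL final; reagent: NADH substrate 0.114 mM plus resazurin dye 0.1 mM, final; doses: single compound dose of 20 µM, 1% DMSO final; timing: 16 min enzyme reaction, ambient temperature; measured by: fluorescence of resorufin, 544 nm excitation, 590 nm emission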
PMI act: activators of human phosphomannose isomerase; purified human PMI, coupled resazurin fluorescence, 20 min; stronger effect = higher value; 1 = vehicle control, 0 substrate-free wells; activation factor at 20 µM; 190,000 tested, 0.005% active; AID 1214;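 active = activation factor of 2 or more at 20 µM, relative to plate controls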
PPARg SRC3 recr: PPARgamma-driven SRC-3 recruitment agonism; P37231; biochemical PPARgamma/SRC-3 coactivator recruitment assay; activation, % at 8 µM; 200,000 tested, 0.26% active; AID 731; in the data active = activation above about 23%;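 note: 0% = DMSO and 100% = reference agonist; some compounds past the cut are filed as inactive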
PPARg SRC2 recr: PPARgamma-driven SRC-2 recruitment agonism; AID 1032; P37231; PPARgamma LBD-SRC-2 recruitment, biochemical; activation, % at 8 µM; 200,000 tested, 0.34% active; in the data active = activation above about 22%;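 note: 0% = vehicle and 100% = reference agonist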
S1P3 antagonist: blocks the human S1P3 receptor | CHO S1P3 NFAT-BLA reporter, FRET fluorescence, antagonist mode | 170,000 tested, 0.27% active | inhibition, % at 4.98 µM | Q99500;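 active = inhibition above the plate cutoff, the mean inhibition of test wells on that plate plus 3 SD, cut at about 28% in these data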;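 note: cells challenged with S1P at its EC80 of 0.8 µM; blue over green emission ratio from cleaved BLA substrate after 4 h stimulation; 0% = S1P-stimulated wells and 100% = unstimulated DMSO-only wells; some compounds past the cut are filed as inactive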
Target sequence (Q99500 whole entry, looked up): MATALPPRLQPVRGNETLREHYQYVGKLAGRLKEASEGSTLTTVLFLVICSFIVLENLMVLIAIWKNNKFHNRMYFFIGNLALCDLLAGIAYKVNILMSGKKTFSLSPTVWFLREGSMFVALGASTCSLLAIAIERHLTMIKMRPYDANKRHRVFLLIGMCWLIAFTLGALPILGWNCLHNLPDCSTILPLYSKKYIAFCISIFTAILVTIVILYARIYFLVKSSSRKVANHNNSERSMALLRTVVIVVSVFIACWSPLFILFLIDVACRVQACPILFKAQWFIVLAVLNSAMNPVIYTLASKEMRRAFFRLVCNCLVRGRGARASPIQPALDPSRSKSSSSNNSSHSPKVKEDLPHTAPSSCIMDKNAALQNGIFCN
ROMK primary: modulates human ROMK potassium channel activity. P48048. Tet-inducible ROMK, thallium flux fluorescence; actives lie on both sides. B-score at 10 µM. 130,000 tested, 2% active;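 active = signal ratio slope over the read window, or its plate-corrected B-score, at least 3 SD from the plate mean, either direction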;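 note: B-score of the F/F0 ratio slope over 7 to 12 s after thallium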
Target sequence (P48048 whole entry, looked up): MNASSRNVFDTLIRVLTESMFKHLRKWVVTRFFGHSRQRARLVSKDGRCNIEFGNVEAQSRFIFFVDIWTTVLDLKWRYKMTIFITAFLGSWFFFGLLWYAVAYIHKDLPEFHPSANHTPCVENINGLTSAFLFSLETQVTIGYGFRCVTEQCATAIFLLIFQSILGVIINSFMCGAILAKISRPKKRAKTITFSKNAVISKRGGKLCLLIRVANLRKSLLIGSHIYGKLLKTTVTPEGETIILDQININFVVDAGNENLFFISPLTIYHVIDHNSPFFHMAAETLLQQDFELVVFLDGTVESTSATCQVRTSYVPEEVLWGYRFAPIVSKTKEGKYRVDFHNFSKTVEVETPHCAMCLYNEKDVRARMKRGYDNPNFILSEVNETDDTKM
G6PDH CS: inhibits Leuconostoc G6PDH, flagging false hits in G6PDH-based assays; Purified L. mesenteroides G6PDH, diaphorase/resazurin coupled fluorescence, 45 min; inhibition, % at 5 µM; 200,000 tested, 0.12% active; AID 1020; in the data active = inhibition above about 50%
Diaphorase inh: inhibits diaphorase or chemically oxidizes, flagging diaphorase assay artifacts; diaphorase resazurin-to-resorufin fluorescence, NADH, 16 min; bacterial (C. kluyveri) enzyme, not human; AID 1217; 190,000 tested, 0.69% active; inhibition, % at 20 µM;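 active = primary screen inhibition at 20 µM above a set limit, cut at about 50% in these data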;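 note: plate controls were DMSO with full reaction for no effect and wells lacking NADH for full effect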
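System: Bacterial diaphorase enzyme (C. kluyveri) | Incubation: 16-min room-temperature incubation before reading | Benchmarks: No-NADH positive control and DMSO neutral control | Measured by: Resorufin fluorescence 544/590 nm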
PMI act hi M6P: increases human PMI activity with near-saturating mannose 6-phosphate; P34949; coupled PMI enzyme assay, resazurin fluorescence, 20 min; stronger effect = higher value; 1 = untreated enzyme, 0 = substrate-free blank; activation factor at 20 µM; 190,000 tested, 0.34% active; AID 1216;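 active = activation factor of 2 or more at 20 µM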
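Material: human phosphomannose isomerase with PGI, G6PDH, diaphorase coupling enzymes / Reagent: Man-6-P substrate 1.0 mM / Dosing: single compound dose of 20 µM, 1% DMSO final / Incubation: enzyme reaction with compound 20 min at room temperature / Signal: resorufin fluorescence (Ex 544/Em 590 nm) from resazurin via diaphorase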
PPARg SRC-1 ag: PPARgamma-driven SRC-1 recruitment agonism; P37231; PPARgamma-SRC-1 coactivator recruitment biochemical assay; activation, % at 8 µM; 200,000 tested, 0.41% active; in the data active = activation above about 19%;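 note: 0% = DMSO and 100% = reference agonist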
Starred values were filed as active, the others as inactive; . = not tested or not shown.

SMILES	TR-FRET SRC-2 ct	Diaphorase act	PMI act	PPARg SRC3 recr	PPARg SRC2 recr	S1P3 antagonist	ROMK primary	G6PDH CS	Diaphorase inh	PMI act hi M6P	PPARg SRC-1 ag
O=[N+]([O-])c1ccc(N/N=C/c2cccc(O)c2O)c(S(=O)(=O)N2CCOCC2)c1	1431	0.6	0.8	12.6	10.8	-1.7	-0.0674	31.0	36.2	0.6	10.5
CCc1ccc(CN2CCN(S(=O)(=O)Cc3ccccc3)CC2)cc1	1759	0.9	1	1.2	3.2	.	0.252	1.6	6.8	1.1	-1.6
NC(=O)c1cc2cc(Cl)ccc2oc1=O	1494	0.9	1	-3.4	3.0	.	1.92	-1.4	7.1	1	-0.8
CCOC(=O)c1sc(-c2cccs2)nc1C	1450	1	0.9	2.2	-4.0	-7.7	-1.47	4.4	4.2	0.9	5.3
Cc1ccc2cccnc2c1N	1481	0.8	0.8	5.4	4.0	-23.9	-0.245	6.7	19.2	0.3	7.8
O=C(O)c1ncn(Cc2ccccc2)c1C(=O)O	1627	0.9	1.1	-1.7	4.1	-16.4	.	1.6	7.3	1.1	6.2
CNc1nc(N(C)C)nc(N(C)C)n1	1772	0.9	1.1	1.1	4.2	.	.	-0.9	6.8	1.1	7.0
COc1cc(NC(=S)NCCc2ccccc2)c(OC)cc1NC(=O)CC(C)C	1527	0.9	0.9	5.9	9.2	-2.0	1.15	5.1	13.8	0.6	1.0
O=C(c1cc(-c2ccco2)on1)N1CCc2ccccc2C1	1490	0.9	0.6	-6.4	-0.1	8.6	.	-3.3	6.7	0.6	-3.0
Cc1nnc(SCC(=O)N2CCCC2)n(N)c1=O	1472	1.1	1.1	-0.2	3.8	-13.1	0.746	4.1	-7.3	1.1	4.4
O=c1c2c3c(sc2nc2sc(CN4CCCCC4)cn12)CCCC3	1520	0.8	0.8	10.5	1.5	.	.	-0.2	15.1	0.8	7.8
CN(C)CCCN1C(=O)C(=O)/C(=C(/O)c2ccncc2)C1c1cccnc1 (stereo not given)	1520	0.9	1	4.0	-0.6	-7.7	0.732	1.8	8.2	1	4.6
Cc1oc(C)c2c(=O)ccc3c(c12)OC(N)=C(C#N)C3c1ccccc1Cl (stereo not given)	1491	0.8	0.9	-5.6	2.0	-20.9	0.349	-0.5	20.6	0.6	7.0
C=CCn1c2ccccc2c2nnc(SCN3C(=O)c4ccccc4C3=O)nc21	1539	0.8	0.8	-6.8	10.2	.	-0.264	6.1	20.2	0.9	0.3
CNS(=O)(=O)c1cccc(C(=O)OCC(=O)N(Cc2ccccc2)C(C)(C)C)c1	1468	0.9	1	5.2	10.7	12.1	-0.103	4.3	7.2	1	8.4
COc1ccccc1-n1c(SCC(N)=O)nnc1-c1ccc(S(=O)(=O)N2CCCCC2)cc1	1348	0.8	1	-2.8	1.9	14.3	0.077	2.2	20.0	0.9	-5.0
CCn1cc(C(=O)NCCCN2CC(C)CC(C)C2)c(=O)c2cc(S(=O)(=O)N(C)C)ccc21 (stereo not given)	1533	1	0.9	2.0	-7.2	7.9	.	9.4	0.2	1	-3.3
CCOC(=O)Cc1cc(=O)[nH]c(/N=C(/NC(=O)c2ccccc2)Nc2ccccc2C(F)(F)F)n1	1454	1.1	1	-7.7	0.9	.	-0.0327	-0.1	-9.6	1.1	-8.8
CN(C)S(=O)(=O)c1ccc(NC(=S)NC(=O)Cc2ccccc2)cc1	1713	1	1	-2.6	5.8	-24.7	-0.223	4.7	-2.6	1	8.7
CC(C)C(C)(C#N)NC(=O)CSc1nc2scc(-c3ccccc3)c2c(=O)[nH]1 (stereo not given)	1520	0.8	0.9	1.4	-0.1	4.2	0.983	-0.6	24.8	0.9	1.8

Next part; the last 2 above are carried over.
SMILES	TR-FRET SRC-2 ct	Diaphorase act	PMI act	PPARg SRC3 recr	PPARg SRC2 recr	S1P3 antagonist	ROMK primary	G6PDH CS	Diaphorase inh	PMI act hi M6P	PPARg SRC-1 ag
CN(C)S(=O)(=O)c1ccc(NC(=S)NC(=O)Cc2ccccc2)cc1	1713	1	1	-2.6	5.8	-24.7	-0.223	4.7	-2.6	1	8.7
CC(C)C(C)(C#N)NC(=O)CSc1nc2scc(-c3ccccc3)c2c(=O)[nH]1 (stereo not given)	1520	0.8	0.9	1.4	-0.1	4.2	0.983	-0.6	24.8	0.9	1.8
COCCOC(=O)C1=C(C)N=C2SCCC(=O)N2C1/C=C/c1ccccc1 (stereo not given)	1505	0.8	0.8	-1.7	-0.1	-34.3	-0.0039	7.6	22.6	0.9	1.4
Cc1cc2nc(C)c3c(n2n1)CCC3	1640	1	1.1	-0.4	-1.0	-10.8	-0.0189	7.9	1.9	1.1	3.1
CCOC(=O)c1n[nH]c(=O)c2ccccc12	1450	1	1	-2.4	-5.9	2.6	1.36	3.9	3.7	0.9	-10.8
COc1ccc2oc(=Nc3ccccc3)c(-c3nc4ccccc4[nH]3)cc2c1	1600	0.9	0.8	5.0	1.8	-2.0	.	-6.8	7.7	0.9	8.2
O=C(COC(=O)c1ccncc1)Nc1cc(Cl)c(Cl)cc1Cl	1524	0.9	0.9	11.9	-8.6	.	.	5.1	11.8	1	5.0
CCOC(=O)N1CCN(CC(O)c2ccc3cc[nH]c3c2)CC1 (stereo not given)	1586	0.8	0.9	-4.6	4.3	-20.8	.	-2.6	23.3	0.9	0.9
CCCN1Cc2cccc(C(=O)Nc3ccc4c(c3)OCCO4)c2C1=O	1639	0.7	0.9	2.6	10.7	-9.3	.	-4.8	31.6	0.9	-2.5
O=C(NCc1ccncc1)c1cc(C(=O)C2CC2)c[nH]1	1700	0.9	0.9	3.0	-3.6	-7.6	0.0096	5.0	7.8	0.9	7.2
COc1ccc(NC(=O)CSc2nnc(CCC(=O)O)c(=O)n2N)cc1	1565	0.9	0.9	-0.2	5.7	-17.9	-0.0221	4.2	14.5	1.1	-1.2
O=S(=O)(c1ccc(NC(=S)NC2CCCC2)cc1)N1CCCC1	1530	0.8	1	0.1	1.6	4.3	0.413	-0.6	23.6	1	-5.2
CCCOc1ccccc1C1CC(=O)Nc2cc3c(cc21)OCCO3 (stereo not given)	1498	0.8	0.9	3.4	2.8	-8.3	.	14.1	21.6	0.9	2.7
COc1ccc2cc(S(=O)(=O)N3CCCCC3)ccc2c1S(=O)(=O)N1CCCCC1	1772	0.8	0.9	3.3	19.7	-14.9	-0.952	-16.7	17.5	0.9	-1.6
c1ccc(-c2oc3ncnc(N4CCOCC4)c3c2-c2ccccc2)cc1	1549	0.8	0.8	2.4	4.2	15.5	.	-29.9	23.9	0.8	0.6
COC(=O)c1c(C(=O)OC)c2cc(C)ccn2c1Cl	1615	0.9	1.1	2.9	8.7	-38.3	.	0.4	11.8	1	5.6
CC1CCCCC1NC(=O)CSc1nnc(CN2CCOCC2)n1C (stereo not given)	1633	0.9	0.9	5.2	2.6	-13.9	.	2.4	14.0	0.9	0.5
COc1ccccc1N1C(=O)c2cccc3c(C(=O)O)ccc(c23)C1=O	1524	0.9	1	-3.0	-3.3	.	0.043	3.0	10.2	1.1	9.1
COc1ccc2c(c1)CCc1cn3ncc(C#N)c3nc1-2	1441	0.9	0.9	3.8	-2.1	-1.9	.	12.9	12.8	0.7	2.5
CCOc1cc(C(=O)Nc2cc(C)ccc2OC)ccc1OCC(=O)N1CCCCC1	1718	0.8	1	-0.9	11.4	7.1	-0.687	-4.3	18.4	1	1.7
Cn1c(=O)c2c(nc(NC3CCCCC3)n2CC(O)COc2ccccc2)n(C)c1=O (stereo not given)	1406	0.8	1	4.5	-2.2	13.8	-0.558	1.0	19.0	1	-6.7
CCOc1ccc(-n2c(SCc3cc(=O)oc4cc(C)c(C(C)C)cc34)nnc2-c2cccnc2)cc1	1548	0.8	0.9	0.9	18.4	-19.2	-1.11	-8.1	23.4	0.9	2.4
N#Cc1nc(-c2cccs2)oc1N1CCOCC1	1553	1	1	3.0	8.0	11.8	.	23.6	-2.9	1	-1.1
COC(=O)C1C(=O)NCC1c1ccc(OC)cc1 (stereo not given)	1558	1	0.9	-2.7	9.3	.	0.576	10.7	-1.3	1	-3.3
CCOCc1nnc(NC(=O)c2cc(Cl)ccc2OC)s1	1595	1.1	1.1	6.9	2.0	.	-0.405	2.7	-14.8	1.1	6.2
COc1ccc(Cl)cc1-c1nc(SCC(=O)NC(C)C)n[nH]1	1555	1	0.9	0.7	2.4	-4.8	1.03	-0.2	3.1	0.9	5.5
CCc1ccc(OC)c(-c2csc(N)n2)c1	1733	0.9	1	-0.1	3.3	-4.1	0.0536	13.8	12.5	0.9	8.1
Cc1ccc(-c2[nH]ncc2/C=N/n2c(COc3ccccc3)nc3ccccc3c2=O)cc1	1643	0.9	0.8	0.5	3.0	-2.9	.	-13.5	12.6	0.9	1.3
CCCCN(CC)C(=O)Cc1ccccc1OC	1462	0.9	1	0.9	2.0	.	.	-3.2	5.7	1.1	-2.3
O=C(CN1CCOc2ccccc21)NC1CC1	1461	.	.	-11.5	-1.3	-16.6	.	.	.	.	-2.6
CC(=O)c1cccc(NC(=O)NCc2cccs2)c1	1590	0.9	0.9	4.0	14.2	12.2	0.34	0.3	13.0	0.9	8.0
CCCCn1c(SCC(=O)N2CCN(c3ccccc3)CC2)nc2ccsc2c1=O	1444	0.9	0.9	11.3	0.5	.	.	7.2	12.4	1	2.6
CC(NC(=O)CSC1=NCCS1)c1ccccc1 (stereo not given)	1703	0.9	1	2.5	1.1	7.9	.	-8.8	12.5	0.9	2.3
Cc1ccc(S(=O)(=O)c2nc(NCCN(C)C)sc2Cl)cc1	1659	0.9	1.1	4.4	4.7	.	.	7.7	7.5	1	2.8
CCOC(=O)C1=C(CC)Nc2ccccc2N=C1NC(=O)c1cccc(S(=O)(=O)N2CCCC2)c1	1579	0.8	1	-6.0	-4.8	-6.1	.	-0.2	24.9	0.9	-1.9
CCCc1nc(SCC(=O)Nc2ccc(S(=O)(=O)N(C)C)cc2)c2ccccc2n1	1841	1	1	2.4	17.8	-1.9	0.241	-9.5	3.6	1.1	4.6
COc1ccc(CCNC(=O)N2CCOCC2)cc1	1587	1	1	-7.4	5.8	.	1	-0.6	1.7	1	1.0
Cc1ccc(C)c(CSC2=NCCN2C(=O)Cc2ccc([N+](=O)[O-])cc2)c1	1575	0.8	0.9	-1.9	3.5	-11.1	.	-10.3	19.9	1	4.1
